Myeloid diff 2: compounds promoting myeloid differentiation. ER-HoxA9 myeloid progenitors, lysozyme-GFP differentiation, flow cytometry. calls only at 10 µM. 360,000 tested, 1% active. AID 624256;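 active = normalized GFP-positive differentiation at or above the plate's own cutoff, the solvent-only control mean plus 3 SD; inconclusive = no clear call, values can overlap the other calls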;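 note: cells exposed to compound for four days before flow analysis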
Myeloid diff 2 GFP+ MAC1+ %: further read-out of Myeloid diff 2, marked with its call; GFP+ MAC1+ double positive, %; measured here: differentiation confirmed by MAC1 staining
Numbers without * were called inactive; i = inactive; ? = inconclusive; / = not tested or not shown; + = active, no number. This is a subset (hit frequency here may not be typical).

SMILES	Myeloid diff 2	Myeloid diff 2 GFP+ MAC1+ %
CN1CCN(C(c2ccccc2)c2ccc(Cl)cc2)CC1 (stereo not given)	i	1.3
Cc1cccc(C(C)C)c1NC(=O)COC(=O)CCC(=O)N(CC(C)C)c1c(N)n(CC(C)C)c(=O)[nH]c1=O	i	1.3
COc1cccc(CNC(=O)[C@H](C)NC(=O)N2CC(=O)Nc3ccccc32)c1	i	1.8
O=C(Nc1nc(-c2ccccn2)cs1)c1ccc(F)c(S(=O)(=O)N2CCOCC2)c1	?	/
CC(Oc1ccc(S(=O)(=O)N2CCCC2)cc1[N+](=O)[O-])C(=O)NC1(C#N)CCCCC1 (stereo not given)	i	1.7
O=C(CN1CCN(S(=O)(=O)c2ccccc2)CC1)N1CCc2ccccc21	i	0.4
COc1cccc(-c2sc3ccc(OC)cc3c2-c2ccc(OCCN(C)C)cc2)c1	i	2.3
CC(=O)c1ccc(N2CCN(S(=O)(=O)c3ccc4c(c3)CCC(=O)N4)CC2)cc1	i	1.4
O=C(/C=C/[C@H]1O[C@@H](n2cnc3c(NC(=O)c4ccccc4)ncnc32)[C@H](O)[C@@H]1O)NCC(c1ccccc1)c1ccccc1	i	1.2
O=C(CN1CCN(Cc2ccccc2)CC1)NNC(=O)c1ccc(Cl)cc1	i	1.1
Cc1ccc(NC(=S)NCCc2ccc(S(N)(=O)=O)cc2)c(C)c1	i	0.3
Cc1ccc(NC(=O)COC(=O)c2ccc(S(=O)(=O)NCc3ccco3)cc2)cc1	i	0.2
CCOC(=O)C1=C[C@@H](CC)N(S(=O)(=O)c2ccccc2)[C@H]1c1ccccc1	i	1.0
Cc1ccc(C)c(S(=O)(=O)N2CCN(C(=O)CCc3c[nH]c4ccccc34)CC2)c1	i	0.4
COC(=O)[C@]1(Cc2ccccc2)N[C@H](CN(C)C(=O)C2CCCCC2)[C@@H]2C(=O)N(C)C(=O)[C@@H]21	i	1.3

The last 3 compounds of the section before are carried over, then new ones follow:
SMILES	Myeloid diff 2	Myeloid diff 2 GFP+ MAC1+ %
CCOC(=O)C1=C[C@@H](CC)N(S(=O)(=O)c2ccccc2)[C@H]1c1ccccc1	i	1.0
Cc1ccc(C)c(S(=O)(=O)N2CCN(C(=O)CCc3c[nH]c4ccccc34)CC2)c1	i	0.4
COC(=O)[C@]1(Cc2ccccc2)N[C@H](CN(C)C(=O)C2CCCCC2)[C@@H]2C(=O)N(C)C(=O)[C@@H]21	i	1.3
CCCCN1C(=O)C(CC(=O)NCC2CCCCC2)CC(C(=O)N2CCCCCC2)=C1C (stereo not given)	i	0.8
CCCNC(=O)C1(C)CCCN(C(=O)c2ccc(OC(F)F)cc2)C1 (stereo not given)	i	1.0
COC(=O)c1ccc(CNC(=O)CSC(C)C(=O)Nc2cc(C)on2)cc1 (stereo not given)	i	0.5
C[C@@H]1CN([C@H](C)CO)C(=O)CCCn2cc(nn2)CO[C@H]1CN(C)C(=O)c1ccccc1	i	1.4
Cc1ccc(S(=O)(=O)Nc2cc3c4c(c2)CCN4C(=O)CC3)cc1	i	0.8
COCCn1c(C)cc(C(=O)COC(=O)/C=C/c2ccc(OC)cc2OC)c1C	i	0.8
CC(=O)Oc1ccc(Cn2c(C)c(C(=O)NCc3ccc(C#N)cc3)sc2=O)cc1	i	2.1
Cc1ccccc1S(=O)(=O)N1C(c2ccc(Cl)c(Cl)c2)CC=C(C(=O)O)C1c1cccc(Br)c1 (stereo not given)	i	1.4
Cc1cc(OC(=O)c2c(C)cc(OC(=O)c3c(C)cc(O)cc3O)cc2O)cc(O)c1C(=O)O	i	2.2
Clc1cccc(-c2nc3c4ccccc4ccn3c2CC2CCCCC2)c1	i	0.7
O=C1C=C(c2c(O)ccc3ccccc23)c2ccccc2C1=O	?	/
COc1ccccc1OC(C)C(=O)N1CCc2ccccc21 (stereo not given)	i	0.8
CN(CC(=O)Nc1ccc(F)cc1)C(=O)CN1C(=O)NC(CCc2ccccc2)C1=O (stereo not given)	i	0.5
COc1ccc(C(=O)OCC(=O)c2c(N)n(C)c(=O)n(C)c2=O)c(OC)c1OC	i	0.9
O=c1[nH][nH]c2c1[C@H](CCc1cccc(Cl)c1)O[C@H](C1CC1)C2	i	1.0
Cc1ccc(S(=O)(=O)Nc2ccc3c(c2)C(=O)c2ccccc2-3)cc1	i	0.9
COc1ccc(CN(C)C(=O)[C@H]2O[C@@H](n3cnc4c(N)ncnc43)[C@H](O)[C@@H]2O)cc1OC	i	0.5
NC(=O)C1(c2ccccc2)OC1c1ccccc1 (stereo not given)	i	1.4
CN1CCN([C@@H]2CS(=O)(=O)N[C@H]2COCc2ccccc2)CC1	i	1.9
CCN(CC)CCNC(=O)c1ccc(NC(=O)c2cc(S(=O)(=O)N3CCCCC3)ccc2N2CCOCC2)cc1	i	0.2
CSc1ncccc1C(=O)OCC(=O)c1ccc(C)s1	i	0.5
Cn1c(NCCc2ccncc2)nc2cc(-c3ccsc3)sc2c1=O	i	1.4
Cc1ccc(S(=O)(=O)N2C[C@H]3C(=O)C[C@@H](c4ccccc4)N(S(=O)(=O)c4ccccc4)[C@H]3C[C@H]2c2ccccc2)cc1	i	1.3
COc1ccccc1C(CNC(=O)c1ccc(NS(=O)(=O)c2ccc3c(c2)OCCO3)cc1)N(C)C (stereo not given)	i	0.8
COc1ccc(N(C)S(=O)(=O)c2cccc(C(=O)OCC(=O)c3c(N)n(C)c(=O)n(C)c3=O)c2)cc1	i	0.9
O=C(c1ccc(S(=O)(=O)Nc2ccccc2F)cc1)N1CCN(c2ccccn2)CC1	i	1.4
CC(OC(=O)c1ccc(Br)o1)C(=O)Nc1ccc2c(c1)OCCO2 (stereo not given)	i	0.6
O=C(COc1ccc(-c2nnco2)cc1)Nc1ccc(F)c(Cl)c1	i	1.2
CCN1C(=O)[C@H]2[C@@H](c3ccc(C)cc3)N3C(=O)N(c4cccc(Cl)c4)C(=O)[C@@]3(Cc3ccccc3)[C@H]2C1=O	i	1.9
COc1ccc(NS(=O)(=O)c2ccc(C)c(C(=O)NCC(c3ccco3)N(C)C)c2)cc1 (stereo not given)	i	0.6
O=C(CCNC(=O)c1ccco1)NCc1ccc(F)cc1	i	0.6
COc1ccc(Cl)cc1C1=NOC2(CCC2)C(=O)N1Cc1ccc(NC(C)=O)cc1	i	3.0
Cc1ccc(S(=O)(=O)N2CCN(C(=O)C3CCN(c4ncnc5sc(C)c(C)c45)CC3)CC2)c(C)c1	i	0.5
Cc1ccc(Nc2c(O)nc[nH]c2=O)cc1	i	0.8
CCCNC(=O)C1(C)CCCN(C(=O)Cc2ccc(OC)c(OC)c2)C1 (stereo not given)	i	0.7
CC(C)(C)OC(=O)NCc1ccc(NC(=O)c2nc[nH]c2C(=O)NCCCCCCNC(=O)c2[nH]cnc2C(=O)Nc2ccc(CNC(=O)OC(C)(C)C)cc2)cc1	i	1.5
Cc1cc(C)cc(C(=O)NCC(=O)OCC(=O)NC2CC2)c1	i	0.8
CCOc1cc(N2CCOCC2)c(OCC)cc1NC(=O)COC(=O)CCn1c(C)csc1=O	i	0.8
CC(C)c1cc(Cn2c3ccccc3c(=O)n2C(C)Cn2cc(C3CC3)nn2)on1 (stereo not given)	i	2.6
COc1ccc(CCN(C)C(=O)CN2C(=O)NC3(CCCc4ccccc43)C2=O)cc1OC (stereo not given)	i	0.8
CC(C)(C)C(=O)Nc1ccc(S(=O)(=O)N2CCC(c3nc4ccccc4[nH]3)CC2)cc1	i	0.6
CCOC(=O)CN(C)C(=O)C1CCCN1C(=O)OC(C)(C)C (stereo not given)	i	1.7
O=C(COc1ccc(S(=O)(=O)N2CCOCC2)cc1)NC1CCCCC1	i	0.6
COc1cccc(CCNC(=O)COc2cccc3c2OC(C)(C)C3)c1	i	1.0
CCOc1ccc(C(=O)CCC(=O)NNC(=O)c2ccccc2O)cc1	i	1.8
Cc1cc(NC(=O)C(C)SCC(=O)Nc2cccc(S(=O)(=O)N3CCCCCC3)c2)no1 (stereo not given)	i	0.9
Cn1cccc1C1CCCN1CC(=O)Nc1ccc(C(N)=O)cc1 (stereo not given)	i	1.8
Cn1c(=O)[nH]c2c(cnn2C)c1=O	i	0.6
O=C(CN1C(=O)NC2(CCCC2)C1=O)NC(c1ccccc1)c1ccccc1	i	1.7
CN(CCc1ccccc1)C(=O)c1ccc(NC(=O)Cc2cccc(NC(=O)C3CCN(S(=O)(=O)c4cccc([N+](=O)[O-])c4)CC3)c2)cc1	i	0.8
COC1OC2COC(c3ccccc3)OC2C(OC(=O)c2ccccc2)C1OC(=O)c1ccccc1 (stereo not given)	i	1.4
CCCCn1c(N)c(N(CC)C(=O)C2COc3ccccc3O2)c(=O)[nH]c1=O (stereo not given)	i	0.7
CC(=O)Nc1cc(-c2cccc(C(=O)NCCO)c2)cn2c(-c3ccc(F)cc3)cnc12	i	1.2
CCOC(=O)N1C(=O)NC(=O)C1c1ccc(OC)cc1 (stereo not given)	i	1.6
COc1ccc(CCNC(=O)CCCn2c(=S)[nH]c3ccsc3c2=O)cc1OC	i	0.5
CN(C)c1ncnc2c1ncn2C1CCCCO1 (stereo not given)	i	0.4
CC1=CC(=O)C2=C(C)CCC3C(C)C(=O)OC3C12 (stereo not given)	i	1.7
CC1=C(C(=O)N(C(C)C)C(C)C)CC(CC(=O)NCCCCc2ccccc2)C(=O)N1Cc1ccc(C(C)(C)C)cc1 (stereo not given)	+	9.9*
COc1ccc(-c2oc3ccccc3c2C#Cc2cncn2C)cc1	i	0.7
COc1ccc(CN2CCC[C@]3(N[C@H](c4ccc(OC)cc4)[C@@H]4C(=O)N(Cc5ccccc5)C(=O)[C@@H]43)C2=O)cc1	i	0.6

(further entries)
SMILES	Myeloid diff 2	Myeloid diff 2 GFP+ MAC1+ %
CCNC(=O)c1cccc(NC(=O)c2cc(C3CC3)nc3c2cnn3C(C)C)c1	i	0.6
O=C1C(O)CCN1Cc1ccccc1 (stereo not given)	i	1.1
c1cnc2ccc(-n3ccnc3)cc2c1	i	0.3
COc1ccc(CCNS(=O)(=O)c2ccc(N3CCCC3=O)cc2)cc1	i	0.6
CC1(C(=O)NCc2ccccc2)Cc2c(-c3ccc4c(c3)OCO4)ccnc2O1 (stereo not given)	?	/
O=C(O)[C@@H]1CCCN(S(=O)(=O)c2cccc3cccnc23)C1	i	0.8
CC(C)OCCCn1c(SCC(=O)N2CCCC2=O)nc2ccccc2c1=O	i	0.8
Cn1cc(S(=O)(=O)NC[C@H]2O[C@@H](n3ccc(=O)[nH]c3=O)[C@H](O)[C@@H]2O)cn1	i	1.0
CCOc1ccc(-c2cccc(NS(=O)(=O)c3ccccc3[N+](=O)[O-])c2)nn1	i	0.4
C[C@H]1CN([C@@H](C)CO)C(=O)Cc2cc(NC(=O)CCC(F)(F)F)ccc2O[C@H]1CN(C)Cc1ccc(C(F)(F)F)cc1	i	1.0
Cc1cccc(NC(=O)c2ccc(OCc3c(C)noc3C)cc2)n1	i	0.5
C=CC[C@]12CCc3ccccc3C1N(c1ccc(C(=O)OCC)cc1)C2=O (stereo not given in full)	i	0.5
COc1ccc(CC(=O)Nc2nnc(CC(C)C)s2)cc1S(=O)(=O)N1CCOCC1	i	0.5
O=C(Cc1ccc(F)cc1)NC1CCS(=O)(=O)C1 (stereo not given)	i	0.6
CCC(CO)Oc1cc(NCc2ccc(OC)cc2)c2ncn(C(C)C)c2c1 (stereo not given)	i	1.1

In the list so far, 2 have a cyano group.
SMILES	Myeloid diff 2	Myeloid diff 2 GFP+ MAC1+ %
CC(Oc1ccc(S(=O)(=O)N2CCCC2)cc1[N+](=O)[O-])C(=O)NC1(C#N)CCCCC1 (stereo not given)	i	1.7
CC(=O)Oc1ccc(Cn2c(C)c(C(=O)NCc3ccc(C#N)cc3)sc2=O)cc1	i	2.1

More compounds follow:
SMILES	Myeloid diff 2	Myeloid diff 2 GFP+ MAC1+ %
C=CCn1c(SCC(=O)N(CC)C2CCS(=O)(=O)C2)nc2cc(C(=O)O)ccc2c1=O (stereo not given)	i	0.6
O=C1CC[C@@H](O)CCN1CC[C@H](Sc1ccc(Br)cc1)c1ccccc1	i	1.6
O=C(Nc1ccncc1)c1ccc(Cl)c(S(=O)(=O)N2CCCCC2)c1	i	0.6
Cc1onc(-c2ccccc2Cl)c1C(=O)OCC(=O)c1ccc[nH]1	i	1.5
CCN1/C(=C2/SC(=S)N(C)C2=O)C=Cc2cc(C)ccc21	i	0.2
CN(CC(=O)Nc1cc(S(=O)(=O)N2CCCC2)ccc1Cl)Cc1ccc2c(c1)OCO2	i	0.7
CCCCCCCCN1C(=O)[C@H](CC(=O)NCc2cccs2)C[C@@]2(C(=O)OC)CCCCC=C12	i	2.1
COC(=O)c1ccc(COC(=O)CNC(=O)c2ccc(OC)cc2)cc1	i	2.3
CCOC(=O)C1=C(C)N(C[C@@H]2CC[C@@H](Cc3ccc(-c4ccccc4)cc3)O2)C(=O)NC1c1ccc(C(F)(F)F)cc1 (stereo not given in full)	i	0.3
CCc1nnc(NS(=O)(=O)c2ccc(NC(=O)C(c3ccccc3)c3ccccc3)cc2)s1	i	0.4
Cc1cc(Br)cn2c(Cc3cccc(F)c3)c(-c3ccc(Cl)cc3)nc12	i	0.9
COc1ccc(F)cc1-c1cc(NC=O)c2ncc(-c3cc(OC)c(OC)c(OC)c3)n2c1	i	3.3

In another format: entries from further up
Every second line gives: Myeloid diff 2 | Myeloid diff 2 GFP+ MAC1+ %
- Cc1cc(OC(=O)c2c(C)cc(OC(=O)c3c(C)cc(O)cc3O)cc2O)cc(O)c1C(=O)O
  i | 2.2
- Clc1cccc(-c2nc3c4ccccc4ccn3c2CC2CCCCC2)c1
  i | 0.7
- O=C1C=C(c2c(O)ccc3ccccc23)c2ccccc2C1=O
  ? | /
- COc1ccccc1OC(C)C(=O)N1CCc2ccccc21 (stereo not given)
  i | 0.8

Source: PubChem BioAssay
